West Nile antiviral: West Nile virus antiviral activity, cell-based, CPE readout (AID 1621) | West Nile virus-infected cells, CPE inhibition; higher % means a stronger effect | CPE inhibition, % at 10 µM; hits with a dose series show IC50 in µM | 290,000 compounds, 0.02% hits; in the data active means a potency from the dose series; further: strong numbers were not always called active
GPR35 antagonists: GPR35 antagonists blocking zaprinast-driven arrestin recruitment, primary screen, imaging, U2OS, beta-arrestin-GFP, zaprinast agonist (AID 2058); G-protein coupled receptor 35 (Homo sapiens); U2OS GPR35 beta-arrestin-GFP translocation imaging, zaprinast antagonism; higher % means a stronger effect; inhibition, % at 10 µM; hits with a dose series show IC50 in µM; 290,000 compounds, 0.052% hits;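 active means inhibition of at least 50% with at least 30 cells and total cytoplasm GFP at most 10,000,000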
GPR55 antagonists: GPR55 antagonists blocking LPI-driven arrestin recruitment, primary screen, imaging, U2OS, beta-arrestin-GFP, LPI agonist (AID 2013); G-protein coupled receptor 55 (Homo sapiens); U2OS GPR55 beta-arrestin-GFP translocation imaging, LPI antagonism; higher % means a stronger effect; inhibition, % at 10 µM; hits with a dose series show IC50 in µM; 290,000 compounds, 0.13% hits;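 active means spots per cell inhibited over 60%, with over 100 cells counted and total cytoplasm intensity under 500,000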;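 further: U2OS cells stably carrying GPR55 and arrestin-GFP stimulated by 5 µM LPI near EC80; imaged beta-arrestin-GFP aggregate spots per cell after agonist stimulation; plate controls were LPI-stimulated DMSO wells for no effect and DMSO wells without LPI for full effect; some results filed as inactive read as strong as hits; confirmed hits need IC50 under 10 µM and bright autofluorescent wells are also inconclusive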
KOR beta-arrestin-1: KOR antagonists, beta-arrestin recruitment, cell-based, luminescence, uHTS (AID 1778) | KOR beta-arrestin recruitment, luminescence, antagonist mode; higher % means a stronger effect | Kappa-type opioid receptor (Homo sapiens) | inhibition, % at 10 µM; hits with a dose series show IC50 in µM | 290,000 compounds, 0.091% hits; in the data active means inhibition above about 50%; further: strong numbers were not always called active
PhoP inhibition: inhibitors of PhoP regulon expression, primary screen, Salmonella Typhimurium, GFP reporter (AID 1863). 300,000 compounds, 0.16% hits. S. Typhimurium PhoP-regulated promoter GFP reporter, 4 h; higher % means a stronger effect. inhibition, % at 50 µM; hits with a dose series show IC50 in µM;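 active means inhibition over 29.93%, a cutoff 3 SD above the screen mean, later confirmed by dose response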;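 further: 0% = low Mg2+ inducing control and 100% = high Mg2+ repressing control; strong numbers were not always called active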
NTR1 ag: agonists of NTR1, primary screen, imaging, U2OS cells, beta-arrestin-GFP, high content (AID 493036) | NTR1-U2OS beta-arrestin-GFP spot imaging, agonist mode | activation, % at 20 µM | 330,000 compounds, 0.17% hits;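 active means activation at or above 40% of the spot to cytoplasm intensity ratio, with at least 20 cells analyzed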;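 further: 0% = DMSO without peptide and 100% = 100 nM NTR1 peptide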
Target sequence (P30989 whole entry, looked up): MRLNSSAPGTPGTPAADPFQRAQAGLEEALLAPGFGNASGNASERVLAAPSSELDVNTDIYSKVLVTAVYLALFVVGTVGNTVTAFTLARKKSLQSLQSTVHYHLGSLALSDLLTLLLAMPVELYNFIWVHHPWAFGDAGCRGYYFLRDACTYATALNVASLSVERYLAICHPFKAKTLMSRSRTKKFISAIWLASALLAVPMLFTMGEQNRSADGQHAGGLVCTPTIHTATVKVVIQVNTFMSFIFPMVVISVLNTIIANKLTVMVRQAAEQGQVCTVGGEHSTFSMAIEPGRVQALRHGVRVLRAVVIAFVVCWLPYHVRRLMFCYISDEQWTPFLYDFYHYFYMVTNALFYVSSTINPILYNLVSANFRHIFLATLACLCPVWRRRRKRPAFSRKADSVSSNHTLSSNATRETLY
T cell HTS: modulators of CD8 T cell-vesicle binding, primary screen, mouse 2C CD8+ T cells, flow cytometry. calls only at 7 µM. 330,000 compounds, 0.068% hits. AID 2052, 2009. 2C CD8+ T cell-vesicle binding; stronger effect = lower value;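 active means response, share of CD8 T cells binding vesicles, and their 90th percentile fluorescence all below set limits, cut at about 80% in these data, passing the limit was not always enough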
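incubation = binding step 1.5 h, 37 °C, antibody labelling 20 min, ice | test system = 2C mouse CD8+ T cells | read-out basis = percent CD8+ FL2 mean versus row control | controls = Peptide-free naked vesicles (low) and QL9 vesicles with 0.7% DMSO vehicle (high) | detection = flow cytometry of vesicle-bound cells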
KOR beta-arrestin-2: KOR agonists, beta-arrestin recruitment, primary screen, cell-based, luminescence, uHTS (AID 1777); KOR beta-arrestin recruitment, luminescence; higher % means a stronger effect; Kappa-type opioid receptor (Homo sapiens); one-dose activation, % at 10 µM; EC50 in µM for titrated hits; 280,000 compounds, 0.02% hits; in the data active means activation above about 50%, passing the limit was not always enough; further: a part of the inactive calls stands beside numbers as strong as those of hits
GPR55 activation: GPR55 agonists via beta-arrestin recruitment, primary screen, imaging, U2OS cells, beta-arrestin-GFP redistribution (AID 1961); G-protein coupled receptor 55 (Homo sapiens); U2OS GPR55 beta-arrestin-GFP redistribution imaging; higher % means a stronger effect; one-dose activation, % at 10 µM; EC50 in µM for titrated hits; 290,000 compounds, 0.048% hits;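 active means activation above 40% with more than 50 cells counted in the well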;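 further: U2OS osteosarcoma cells stably expressing GPR55 and beta-arrestin-GFP; plate controls were DMSO negative control for no effect and LPI positive control for full effect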
T cell HTS vesicle-bound %: also measured in T cell HTS; calls as there; double positive events, %; measured here: CD8+ vesicle-bound cell fraction;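 binding gate set so that unloaded-vesicle control wells show 10% double positive cells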
NTR1 ag cell count 20 µM: further read-out of NTR1 ag, marked with its call; cell count; measured here: cell count, cytotoxicity flag
* hit, by the source's call; i = inactive; . = not tested or not shown; & = joins results of further samples; [ ] = another dose, or the depositor's remark.

Structure | West Nile antiviral | GPR35 antagonists | GPR55 antagonists | KOR beta-arrestin-1 | PhoP inhibition | NTR1 ag | NTR1 ag cell count 20 µM | T cell HTS | T cell HTS vesicle-bound % | KOR beta-arrestin-2 | GPR55 activation
COc1ccc(C(=O)C2CCCN(Cc3nc4ccccc4nc3C)C2)cc1OC (centres undefined) | 0.2% | -1.3% | -3.4% | 3.9% | -12.9% | 2.8 | 49 | i | 41.3 | -2.7% | 0.1%
Cc1nccn1CC1CCc2c(c3ccccc3n2C)C1=O (centres undefined) | 1.4%&-0.1% | -2.6% | -9.1% | 0.6%[20 µM] | 6.0%&-0.8% | 3.1&-0.6 | 62&61 | i | 24.1&51.2 | -2.8% | -0.1%
COc1cccc2sc(N(CCN(C)C)C(=O)/C=C/c3cccs3)nc12 | -1.8% | -10.2% | 24.7% | -17.1% | -1.1% | 7.5 | 61 | i | 39.9 | -0.6% | 0.3%
COc1cc(C(=S)N2CCC(Cc3ccccc3)CC2)ccc1OCC(N)=O | -0.8% | 5.1% | -5.7% | -13.3% | -6.0% | 0.7 | 45 | i | 51.1 | -2.8% | 0.0%
CC1CC[C@@]2(OC1)O[C@H]1CC3[C@@H]4C[C@@H](O)[C@@]5(O)C[C@@H](O)[C@H](O)C[C@]5(C)[C@H]4CC[C@]3(C)[C@H]1[C@@H]2C (some centres undefined) | -0.4% | 11.5% | 5.2% | 0.0% | . | -0.6 | 91 | i | 59.3 | 6.7% | -0.1%
CC(=O)c1c(N2CCCCC2)nc(=S)n(Cc2ccccc2)c1C | -0.9% | 13.5% | 7.9% | 29.5% | 3.1% | -3.5 | 106 | i | 42.6 | 0.7% | 0.3%
CCn1c(/N=C/c2c[nH]c3ccccc23)nc2ccccc21 | -0.4% | 7.2% | 10.2% | -14.8% | 1.1% | 7.9 | 91 | i | 10.5 | 0.1% | 0.2%
S=c1[nH]nc(COc2ccccc2)n1/N=C/C(Cl)=C/c1ccccc1 | 2.4% | 17.2% | 13.0% | 3.0% | 7.9% | 12.0 | 89 | i | 39.7 | 10.7% | -0.1%
Cc1nnc(SCC(N)=O)n1CCc1ccccc1 | 0.1% | -0.5% | -2.0% | 38.7% | 2.5% | -0.7 | 76 | i | 9.2 | 11.0% | 0.6%
COc1cccc(N2CCN(Cc3ccco3)CC2)c1 | 0.8% | -16.3% | -10.9% | -36.1%[20 µM] | -1.9% | -0.7 | 69 | i | 40.4 | 4.6% | 0.9%
COc1ccc(Cl)cc1C(=O)NNC(=O)c1cccc(S(=O)(=O)N(C)C)c1 | -0.5% | 5.0% | 13.8% | 10.8% | -10.2% | -0.6 | 49 | i | 3.9 | -1.2% | 0.5%
COCCN(CCOC)C(=O)CN1C(=O)NC(Cc2c[nH]c3ccccc23)C1=O (centres undefined) | 0.8% | 3.2% | -0.9% | -12.3% | 0.2% | 1.5 | 37 | i | 19.8 | 3.0% | -0.2%
CNC[C@H](Cc1ccccc1)NC[C@@H](Cc1cccc2ccccc12)NCCc1ccc(C)cc1 | -2.4% | -0.4% | 37.2% | -80.7%[20 µM] | 27.1µM* | 22.9 | 50 | i | 56.9 | -3.2% | -0.2%
Cc1ccccc1-c1nc(CS(=O)(=O)CC(=O)N(C)C2CCCCC2)c(C)o1 | -0.3% | 1.3% | 2.2% | 17.2% | 2.6% | 4.1 | 68 | i | 19.2 | -3.5% | 0.6%
COc1ccc(-c2csc(CCn3nc(C)cc3C)n2)cc1OC | -0.3% | 3.4% | 9.3% | 2.7% | -0.5% | 0.0 | 68 | i | 39.1 | 0.5% | -0.3%
O=C1NC(c2ccc(Br)cc2)Oc2ccccc21 (centres undefined) | 0.0% | -4.9% | -7.8% | -19.4%[20 µM] | 5.3% | -0.8 | 68 | i | 52.6 | -3.4% | -0.4%
CCC/C=N/NC(=O)c1[nH]c2c([N+](=O)[O-])cccc2c1C | -0.3% | -10.3% | -3.6% | 32.3% | -8.2% | -1.0 | 80 | i | 36.3 | -3.0% | 0.1%
COc1ccc(CC(=O)Nc2ccc(-c3nnc(-c4ccc(C)cc4)o3)cc2)cc1 | . | -1.6% | 1.0% | -13.1% | -11.0% | -2.5 | 75 | i | 42.3 | 3.7% | 0.2%
O=C(Nc1ccon1)c1cc2c(s1)CCCCCC2 | -0.8% | 2.4% | -2.7% | 32.1% | -4.0% | 3.8 | 59 | i | 46.9 | -1.5% | -0.1%
C[C@@H]1NC(=O)c2cc([N+](=O)[O-])cc(I)c2NCCCC[C@@H](C(N)=O)NC(=O)[C@H](CCC(=O)O)NC1=O | -0.2% | 5.6% | 5.8% | 0.9% | 2.0% | 0.6 | 56 | i | 11.9 | 0.1% | 0.5%
COc1ccc(CCc2nnc(CCC(=O)NCc3ccc4ncccc4c3)o2)cc1 | -0.2% | 6.5% | 11.4% | -19.3% | -5.3% | 0.2 | 89 | i | 42.9 | 1.4% | -0.1%
O=C(Cc1cccs1)N/N=C\c1ccc(O)cc1 | 1.0% | 5.3% | 5.5% | 9.6% | 2.4% | -0.7 | 74 | i | 51.3 | 3.8% | 0.6%
O=C(c1cccc(C(F)(F)F)c1)C1CCCN(Cc2cccn2-c2ccccn2)C1 (centres undefined) | -1.9% | 8.9% | 4.4% | -59.1%[20 µM] | 14.9% | -0.1 | 87 | i | 49.6 | . | 2.8%
Cc1cc([N+](=O)[O-])nn1CC(=O)NCCCn1ccnc1 | -0.2% | 7.1% | -6.1% | -21.3%[20 µM] | 7.6% | -0.5 | 71 | i | 61.6 | -4.2% | 0.2%
Cc1cc([N+](=O)[O-])ccc1Nc1nc2ccccc2n2cnnc12 | -1.2% | 5.0% | -8.0% | -3.5% | 5.8% | 14.3 | 92 | i | 29.9 | -1.3% | 0.3%
Cn1nnnc1SCC(=O)N1c2ccccc2CCc2ccccc21 | -0.4% | 3.0% | 3.7% | 17.2% | 2.3% | -1.2 | 71 | i | 18.2 | -4.4% | -0.2%
Cc1nnc(NC(=O)C2CCCN(c3ncccn3)C2)s1 (centres undefined) | 0.4% | 14.4% | 12.6% | -3.1% | 19.5% | 0.1 | 75 | i | 8.4 | -5.6% | 0.1%
Cc1cc(C)n(CCCNC(=O)CCNS(=O)(=O)c2ccccc2C(F)(F)F)n1 | -0.5% | -0.3% | 19.1% | 12.9% | -2.1% | 1.1 | 68 | i | 16.2 | -1.3% | -0.1%
CCCn1nc(C(=O)NCC(C)(C)N2CCOCC2)c2ccccc2c1=O | 0.4% | 20.3% | 11.1% | 0.7% | -1.9% | -1.6 | 59 | i | 37.5 | 3.0% | -0.1%
COc1ccccc1N1CCN(C(=O)c2cc(-c3ccc4c(c3)OCO4)on2)CC1 | 0.3% | 7.3% | -2.7% | -35.2% | 7.1% | 7.9 | 41 | i | 27.0 | -0.7% | -0.1%
Cc1[nH]c(=O)[nH]c(=O)c1S(=O)(=O)N1CCN(c2ccccc2)CC1 | -0.3% | -10.0% | 10.2% | -16.5% | -6.7% | -0.3 | 59 | i | 7.4 | -4.7% | -0.2%
COc1ccccc1N1C(=O)c2ccc(C(=O)Nc3ccccc3O)cc2C1=O | -0.3% | 9.2% | 9.1% | -28.7% | -3.6% | 1.2 | 76 | i | 17.4 | 5.3% | -0.1%
CCOC(=O)CSc1nc(C)cc(C)n1 | -0.1% | 3.5% | 4.1% | -60.5% | 2.4% | -0.1 | 44 | i | 16.2 | 11.4% | 0.3%
Cc1cc(C)c(S(=O)(=O)N2CCOC2CNC(=O)C(=O)NCCc2c[nH]c3ccccc23)c(C)c1 (centres undefined) | -0.3% | 31.3% | 4.5% | -14.0% | 1.8% | 7.5 | 99 | i | 28.0 | -1.6% | -0.3%
CCN(CC)C(=O)CSc1nc2c(sc(=S)n2-c2ccccc2)c(=O)n1-c1ccc(OC)c(OC)c1 | -0.1% | 16.4% | -5.9% | -20.1% | -25.1% | 0.2 | 95 | i | 17.3 | 5.0% | 0.7%
CC(=O)N1CCc2cc(S(=O)(=O)CCC(=O)NCc3cccs3)ccc21 | . | 2.8% | 8.0% | -19.5% | -0.3% | -0.1 | 43 | i | 37.1 | 10.0% | -0.1%
Nc1ccccc1C(=O)NCCCN1CCOCC1 | -0.2% | 0.9% | 0.8% | -0.1% | -0.3% | -0.2 | 49 | i | 9.3 | -1.6% | -0.1%
CCOC(=O)CNC(=O)CSc1nnnn1-c1ccc(C)c(C)c1 | 0.3% | -18.6% | -0.3% | 13.4% | 3.0% | 0.5 | 34 | i | 16.4 | -5.9% | 0.1%
CCCc1ccc(OC(=O)c2ccc(O)cc2Cl)cc1 | . | 3.8% | 3.3% | -30.3% | 1.0% | 12.9 | 69 | i | 42.7 | 1.0% | 0.0%
Cc1[nH]n(C)c(=O)c1N=Nc1ccc(S(C)(=O)=O)cc1 | 0.8% | -3.7% | 2.7% | 12.7% | -3.6% | -0.7 | 55 | i | 39.3 | . | 0.5%
O=C(NCCCN1CCOCC1)C(=O)NCc1ccccc1 | 0.4% | -5.3% | 7.4% | -20.2%[20 µM] | . | 4.0 | 66 | i | 54.5 | . | -0.1%
CCCNC(=O)CCn1cc(-c2ccc(OC)cc2)nc1-c1ccncc1 | -0.7% | 1.4% | -8.7% | -7.7%[20 µM] | 4.6% | -0.2 | 60 | i | 10.0 | -4.4% | -0.2%
COc1ccc(-c2cc(=O)oc3cc(OCC(=O)NCCCn4ccnc4)ccc23)cc1 | -0.5% | 4.8% | 6.2% | -4.0%[20 µM] | -14.1% | 0.7 | 70 | i | 58.6 | -3.3% | 0.2%

2 compounds drawn at random from those above, as already listed:
Structure | West Nile antiviral | GPR35 antagonists | GPR55 antagonists | KOR beta-arrestin-1 | PhoP inhibition | NTR1 ag | NTR1 ag cell count 20 µM | T cell HTS | T cell HTS vesicle-bound % | KOR beta-arrestin-2 | GPR55 activation
CC(=O)N1CCc2cc(S(=O)(=O)CCC(=O)NCc3cccs3)ccc21 | . | 2.8% | 8.0% | -19.5% | -0.3% | -0.1 | 43 | i | 37.1 | 10.0% | -0.1%
CCCNC(=O)CCn1cc(-c2ccc(OC)cc2)nc1-c1ccncc1 | -0.7% | 1.4% | -8.7% | -7.7%[20 µM] | 4.6% | -0.2 | 60 | i | 10.0 | -4.4% | -0.2%

From PubChem
